Source: PubChem (National Center for Advancing Translational Sciences (NCATS))
JMJD2A Tudor inh = qHTS Assay for Inhibitors of JMJD2A-Tudor Domain | Lysine-specific demethylase 4A (Homo sapiens), O75164 | AlphaScreen JMJD2A-Tudor / H3K4me3 peptide binding | Potency, µM (highest dose often 114 µM), without a hit: top-dose activity change, negative = inhibition, most hits filed as inhibitors | 390,000 tested, 4.4% active | AID 504339, 2011; note: potency is the fitted concentration of half-maximal effect; % is set by controls: 0 for no effect and ±100 for the full control effect; nearly all actives have a fitted effect of over 50% in size
HP1b binding inh = HTS for Inhibitors of HP1-beta Chromodomain Interactions with Methylated Histone Tails; Chromobox protein homolog 1 (Homo sapiens), P83916; AlphaScreen HP1-beta / biotin-H3K9me3 peptide binding; Potency, µM (top dose mostly 114 µM), inactives show at the top dose activity change, negative = inhibition, hits mostly inhibitors; 390,000 tested, 0.56% active; note: potency is the fitted concentration of half-maximal effect; nearly all actives have a fitted effect of over 70% in size; inactives centre near 23
Target sequence (P83916 whole entry, looked up): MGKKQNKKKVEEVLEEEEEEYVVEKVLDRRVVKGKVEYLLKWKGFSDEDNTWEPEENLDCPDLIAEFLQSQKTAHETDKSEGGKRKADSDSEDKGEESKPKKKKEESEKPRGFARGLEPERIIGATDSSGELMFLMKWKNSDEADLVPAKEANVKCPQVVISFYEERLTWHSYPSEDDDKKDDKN
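Compound inhibition of the preformed complex between 50 nM HP1-beta and 50 nM biotinylated H3K9me3 peptide was read by AlphaScreen. Buffer was PBS pH 7.4 with 0.01% Tween-20. Incubations ran 30 min at room temperature, with 10 ug/mL donor/acceptor beads.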
BAZ2B block = qHTS Assay for Inhibitors of BAZ2B; AlphaScreen BAZ2B-H3K14Ac peptide displacement; Potency, µM (doses to about 114 µM), for inactives: at the top dose activity change, negative = inhibition, usual class: inhibitors; 360,000 tested, 4.4% active; AID 504333, 2011; note: potency is the fitted concentration of half-maximal effect; % is set by controls: 0 for no effect and ±100 for the full control effect; nearly all actives have a fitted effect of over 60% in size
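AlphaScreen displacement of biotin-H3(5-23)K14Ac peptide (50 nM final) from BAZ2B (50 nM final) in PBS pH 7.4, 0.01% Tween-20; complex preformed 30 min RT, then compounds (top 110 uM) 30 min RT, beads 20 min dark.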
G9a block = qHTS Assay for Inhibitors of Histone Lysine Methyltransferase G9a. Histone-lysine N-methyltransferase EHMT2 (Homo sapiens), Q96KQ7. G9a H3K9 monomethylation, AlphaScreen, 2 h. Potency, µM (top dose mostly 102 µM), without a hit: at the highest dose activity, negative = inhibition, actives largely listed as inhibitors. 350,000 tested, 8.8% active; note: potency is the fitted concentration of half-maximal effect; % is set by controls: 0 for no effect and ±100 for the full control effect; nearly all actives have a fitted effect of over 75% in size
Target sequence (Q96KQ7 913-1193 limits assumed): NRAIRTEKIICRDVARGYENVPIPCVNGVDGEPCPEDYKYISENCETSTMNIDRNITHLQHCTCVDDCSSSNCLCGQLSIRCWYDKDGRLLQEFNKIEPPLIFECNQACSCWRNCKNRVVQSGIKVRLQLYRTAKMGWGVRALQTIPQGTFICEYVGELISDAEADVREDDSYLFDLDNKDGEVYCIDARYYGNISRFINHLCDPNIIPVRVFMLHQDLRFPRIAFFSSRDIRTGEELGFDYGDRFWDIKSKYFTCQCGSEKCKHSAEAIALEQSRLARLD
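Using a bead-based AlphaScreen, monomethylated H3K9 product from 2 h room-temperature reactions (G9a 20 nM, peptide 500 nM, SAM 20 uM) was detected with 0.5 ug/mL rabbit anti-H3K9me1 antibody.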
GLS inhibitor = qHTS for Inhibitors of Glutaminase (GLS); Glutaminase kidney isoform, mitochondrial (Homo sapiens), O94925; 410,000 tested, 0.21% active; Potency, µM (doses to about 45.5 µM), without a hit: at the highest dose activity change, negative = inhibition, usual class: inhibitors; GLS enzymatic activity, qHTS titration; note: potency is the fitted concentration of half-maximal effect; % is set by controls: 0 for no effect and ±100 for the full control effect
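Human kidney-isoform GLS in 45 mM KH2PO4 pH 8.2, 0.02% Tween-20, with compound, started with 1mM L-Glutamine (added stock). Glutamate oxidase/HRP/Amplex red coupled fluorescence read at start and after 30 min at RT.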
PI4K2A inh = qHTS for small molecular inhibitors of PI4K2A; purified PI4K2A, ADP-Glo luminescence, 1 h; stronger effect = lower value; 420,000 tested, 0.13% active; Phosphatidylinositol 4-kinase type 2-alpha (Homo sapiens), Q9BTU6; activity change, negative = inhibition, % at 76.9 µM; AID 1346378, 2018; in the data active = activity change below about -50%; inconclusive = mostly about -30% to -49%;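 note: -100% = wells without enzyme as full effect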
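In this quantitative HTS, ADP production by PI4K2A was quantified luminescently after 1 h at ambient temperature; 100 microM adenosine served as plate-quality control.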
12-LOX inh = Primary qHTS assay for inhibitors of human arachidonate 12S-lipoxygenase (ALOX12): Round 2. purified 12hLO, xylenol orange hydroperoxide absorbance. Potency, µM (series often up to 108 µM), for inactives: at the highest dose activity change, negative = inhibition, usual class: inhibitors. 580,000 tested, 1.1% active. AID 1671190, 2021; note: potency is the fitted concentration of half-maximal effect; % is set by controls: 0 for no effect and ±100 for the full control effect
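Purified human 12hLO at 150 nM in 25 mM Hepes, 0.01% Triton X-100, pH 7.0, preincubated 15 min at room temperature with compound. Reaction started with 40 uM arachidonic acid, 30 min at room temperature. Hydroperoxide measured by Fe-xylenol orange, 573/405 nm absorbance ratio.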
ERG Ets-DNA blk = qHTS for Small Molecule Inhibitors of the ERG Ets/DNA interaction. Transcriptional regulator ERG (Homo sapiens), P11308. fluorescence polarization, His-ERG Ets domain / labelled DNA. Potency, µM (titrated, usually from 76.9 µM), inactives show at the top dose FP activity, negative = inhibition, hits mostly inhibitors. 370,000 tested, 0.028% active; active = well fitted inhibition curve with a large enough effect in the polarisation, with a control signal flat; inconclusive = small, poorly fitted or top-dose-only effect, or effect the other way, or a change in a side signal; inactive = no such curve, though single readings can be large or run the other way; the % refers to the polarisation;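 note: polarization taken with two DNA probes labelled with fluorescein and Texas red; potency is the fitted concentration of half-maximal effect; % of control where 0% means no effect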
Target sequence (P11308 whole entry, looked up, the tested form may be a part): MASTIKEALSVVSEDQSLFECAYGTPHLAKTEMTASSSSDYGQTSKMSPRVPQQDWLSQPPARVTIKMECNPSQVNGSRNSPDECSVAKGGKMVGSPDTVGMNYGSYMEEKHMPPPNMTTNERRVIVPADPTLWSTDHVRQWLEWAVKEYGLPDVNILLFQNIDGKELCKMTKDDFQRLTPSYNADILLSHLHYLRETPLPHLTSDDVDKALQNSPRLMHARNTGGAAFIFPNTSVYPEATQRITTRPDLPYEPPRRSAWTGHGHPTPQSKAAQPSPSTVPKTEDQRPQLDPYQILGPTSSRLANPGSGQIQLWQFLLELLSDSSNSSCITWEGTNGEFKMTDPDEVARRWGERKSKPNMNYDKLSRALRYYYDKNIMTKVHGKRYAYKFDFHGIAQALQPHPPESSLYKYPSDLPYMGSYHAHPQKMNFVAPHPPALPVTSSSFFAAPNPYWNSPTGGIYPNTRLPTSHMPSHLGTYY
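His-tagged ERG Ets domain (1 uM in the protein solution; 300mM KCl, 50mM Tris-HCl, 1mM EDTA, 1mM DTT, pH 7.5) received compound, then a probe mix of 5 nM fluorescein-DNA and 100nM Texas-615-DNA. Fluorescence polarization was read for both dyes.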
RGS4 inh = Inhibitors of Regulator of G Protein Signaling (RGS) 4: qHTS; Regulator of G-protein signaling 4 (Homo sapiens), P49798; Transcreener GDP fluorescence polarization, RGS4-accelerated GTP hydrolysis; Potency, µM (top dose mostly 114 µM), for the others: top-dose activity change, negative = inhibition, actives largely listed as inhibitors; 390,000 tested, 0.039% active; note: potency is the fitted concentration of half-maximal effect; % is set by controls: 0 for no effect and ±100 for the full control effect; nearly all actives have a fitted effect of over 75% in size; some results filed as inactive show a strong effect at the top dose
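MLSMR compounds (23 nl, pin-transferred) preincubated 10 min at room temperature with a 500nM (2x) first reagent, then RGS4 at 900nM (2x) plus Transcreener GDP mix added; fluorescence polarization (620/688 nm) read before and after 90 min at 30 °C.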
* marks the source's active call; other numbers are inactive results; ? = inconclusive; nt = not tested or not shown; & = joins results of further samples; [ ] = dose if it differs, or a comment. Unless noted, calls come from the whole dose curve; as a rule, active = well fitted curve in the direction sought with a large enough effect; inconclusive = small, poorly fitted or top-dose-only effect, or another doubt; inactive = no such curve, though single readings can be large; an effect the other way counts as inactive or inconclusive. Some of the compounds tested; count on the stated rates, not on these rows.

SMILES	JMJD2A Tudor inh	HP1b binding inh	BAZ2B block	G9a block	GLS inhibitor	PI4K2A inh	12-LOX inh	ERG Ets-DNA blk	RGS4 inh
COc1cccc(N/C(=N/C(=S)Nc2ccc(C)cc2C)Nc2nc(C)cc(C)n2)c1	-8%	32%	-18%	nt	-13%	1	0%	-25%	-36%
COC(=O)COC(=O)c1ccc(Oc2nc(OC)nc(N(C)C)n2)cc1	-3%	48%[activator]	4%	?	nt	-4	0%	6%	-1%
O=C(COC(=O)C1COc2ccccc2O1)NC1CCCCC1 (stereo unspecified)	-10%	17%	nt	nt	7%	4	-11%	1%	-11%
CCCCOc1ccc(S(=O)(=O)Nc2cc(OC)ccc2OC)cc1	-10%	33%	4%	11%[59 µM]	43%[activator]	-2	16%	nt	-14%
O=C(CCC(=O)N(CC(=O)NC1CCCCC1)Cc1ccccc1)Nc1ccccn1	-19%	-6%	-9%	-1%[59 µM]	15%	1	-3%	7%	-16%
COC(=O)c1cc(S(=O)(=O)N2CCOCC2)c(Cl)cc1N1CCOCC1	3%	31%	-4%	-42%[59 µM]	8%	3	0%	3%	-1%
Cc1cc(C)c(S(C)(=O)=O)c(S(=O)c2ccc(Cl)cc2)n1 (stereo unspecified)	16%	24%	-6%	-8%[2.33 µM]	-6%	1	0%	-4%	-17%
COC(=O)Nc1ccc(S(=O)(=O)N2CCC(C(=O)N(C)C3CCCCC3)CC2)cc1	-22%	13%	-19%	-41%	12%	6	-2%	2%	10%
CC(=O)Nc1nnc(CCN2CCCCC2)s1	-8%	18%	-35%	-42%[59 µM]	-2%	3	-4%	-4%	32%
Cc1cc2oc(C(=O)Nc3cccc(-c4nc5ccccc5o4)c3)c(C)c2cc1C	-5%	21%	-26%	-2%[59 µM]	-23%	1	-21%	-1%	3%
COc1ccc(CCNC(=O)c2ccc3c(c2)N(Cc2ccccc2C)C(=O)c2ccccc2S3)cc1OC	-28%	53%[activator]	13%	-2%[59 µM]	1%	-10	?	7%	6%
Cc1ccc(Oc2ccccc2/C=C2\SC(=O)N(C)C2=O)cc1	17%	86%	20%	55%[activator][59 µM]	-5%	5	-11%	-8%	0%
CCOC(=O)c1sc(NC(=O)CCN2C(=O)c3cccc([N+](=O)[O-])c3C2=O)c(C(=O)OCC)c1C	-5%	12%	1%	-29%[12.7 µM]	0%	2	-6%	11%	-4%
COc1ccc(-c2noc(CSc3nc(N)cc(=O)[nH]3)n2)cc1	-7%[11.4 µM]	-4%&12%	-34%&1%	3%[59 µM]	68%&-2%[activator]	0&0	-2%&-7%	-3%&-4%	-13%[11.4 µM]
COc1cc(O)c(C(CCN2CCCC2)c2ccc3c(c2)OCO3)c(OC)c1 (stereo unspecified)	?	-9%&3%	?	-1%[12.7 µM]	21%	3	?	10%	-4%&8%
COC(=O)c1ccccc1NC(=O)c1ccc2c(Cl)c3c(nc2c1)CCCC3	-34%	26%	-4%	8%[59 µM]	0%	-1	-1%	5%	15%
c1cc(Nc2ncnc3sccc23)cc(-c2nnc3n2CCCCC3)c1	-22%	17%	7%	?	6%	12	6%	-6%	-35%
Cc1ccc(C)c(Cn2ncc3ccccc32)c1	32%	69%[activator]	33%	92%[activator]	-7%	-5	1%	-3%	-24%
O=C(Nc1cccc(F)c1)c1ccc2snnc2c1	6%	44%[activator]	-20%	8%[59 µM]	-3%	3	-21%	1%	-9%
CCOC(=O)c1cnc2ccc(OCC)cc2c1N1CCN(c2cccc(Cl)c2)CC1	-26%	13%	?	-5%[59 µM]	2%	5	?	7%	2%
Cn1cnc([N+](=O)[O-])c1NC(C)(C)C	-5%	11%	13%	?	3%	-6	-28%	6%	-31%
CCn1nnnc1-c1ccc(OC)c(S(=O)(=O)NCCc2ccccc2)c1	-10%	24%	13%	13%[59 µM]	-4%	0	-24%	3%	-3%
COC(=O)c1cc(C(=O)OCC(=O)NC(=O)c2ccccc2)cc([N+](=O)[O-])c1	-14%	-16%	1%	-27%	0%	1	?	12%	7%
Cc1cccc(C(=O)Nc2sc3c(c2C(=O)O)CCCC3)c1	?	?	-23%&-19%	?	-12%&0%	-5&-4	-7%&-18%	-1%&0%	1%&13%
COc1ccc(OCCCC(=O)Nc2cccc([N+](=O)[O-])c2)cc1	-17%	-4%	-32%	-14%[59 µM]	1%	1	-17%	-14%	-9%

Single records, as listed above. Order of screens: JMJD2A Tudor inh | HP1b binding inh | BAZ2B block | G9a block | GLS inhibitor | PI4K2A inh | 12-LOX inh | ERG Ets-DNA blk | RGS4 inh
`COC(=O)c1ccccc1NC(=O)c1ccc2c(Cl)c3c(nc2c1)CCCC3` reads -34% | 26% | -4% | 8%[59 µM] | 0% | -1 | -1% | 5% | 15%
`Cc1cc(C)c(S(C)(=O)=O)c(S(=O)c2ccc(Cl)cc2)n1` (stereo unspecified) reads 16% | 24% | -6% | -8%[2.33 µM] | -6% | 1 | 0% | -4% | -17%

Carrying on:
SMILES	JMJD2A Tudor inh	HP1b binding inh	BAZ2B block	G9a block	GLS inhibitor	PI4K2A inh	12-LOX inh	ERG Ets-DNA blk	RGS4 inh
Cc1nn(Cc2ccccc2)c2c1C(c1ccc(Cl)cc1)C(C#N)=C(N)O2 (stereo unspecified)	-36%	2%	-32%	?	0%	1	?	-2%	-25%
OCCCNC(=S)Nc1ccc2nccnc2c1	-14%	44%[activator]	-13%	nt	3%	-14	-13%	13%	?
Cc1cc(C)n(-c2ccc(C)c(Cl)c2)n1	18%	52%[activator]	11%	15%[59 µM]	2%	2	1%	-4%	2%
O=C(NCc1ccc(F)cc1)C1CCCN(c2nc3ccsc3c(=O)s2)C1 (stereo unspecified)	-3%	32%[activator]	-3%	4%	0%	-4	-11%	-1%	14%
COc1ccc(S(=O)(=O)CCC(=O)N2CCN(c3ccc(F)cc3)CC2)cc1	-8%	23%	8%	-33%	19%	-1	-3%	0%	-18%
COc1ccc(NC(=O)NCc2ccncc2)cc1	1%	41%	1%	1%[59 µM]	7%	3	3%	0%	-3%
Cc1nc2ccccc2c(=O)n1NC(=O)C1CC1C (stereo unspecified)	13%	36%	-9%	7%	-4%	6	0%	-4%	-16%
CC(=O)N(CCCCl)C(C#N)c1ccccc1 (stereo unspecified)	-12%	42%[activator]	-1%	?	1%	-1	-11%	-1%	-12%
CCn1c(CNc2ccc(F)cc2)nnc1SCC(=O)Nc1ccc(OC)cc1	5%	44%[activator]	4%	6%[59 µM]	-2%	0	0%	-19%	-4%
CCCn1c(SCC(=O)N(C)C2CCS(=O)(=O)C2)nc2sc3c(c2c1=O)CCC3 (stereo unspecified)	-21%	37%[activator]	nt	nt	-13%	4	-24%	-11%	-46%
CCOc1ncccc1C(=O)OCC(=O)Nc1cc(S(=O)(=O)N(CC)CC)ccc1C	-15%	3%	-1%	2%	-10%	6	-1%	-4%	-18%
O=C(O)CCCCCN1C(=O)C(=O)/C(=C(/O)c2ccccc2)C1c1ccccc1 (stereo unspecified)	?	22%	-5%	?	-4%	-1	-16%	-2%	10%
CC(=O)c1ccc(N2CCN(C(=O)c3n[nH]c4ccccc34)CC2)cc1	-5%	9%	-22%	11%	0%	-1	17%	0%	-31%
COc1ccc(N2CCN(c3ccc(NC(=O)C4CCCCC4)cc3C#N)CC2)cc1	6%	39%	-18%	-38%[12.7 µM]	10%	5	148%[activator]	-5%	37%
O=C(NCc1cccc(F)c1)c1noc2c1CCCC2	-10%	32%[activator]	39%[activator]	10%[59 µM]	-2%	-3	10%	-10%	-4%
Cc1cc(C(=O)N2CCCC(C(=O)c3ccc4ccccc4c3)C2)nn1C (stereo unspecified)	-22%	32%	-1%	9%	2%	6	-17%	-2%	-2%
CCc1ccccc1NC(=O)C(CC)Sc1ncnc2c1sc1ccccc12 (stereo unspecified)	-6%	-3%	-2%	15%[59 µM]	-1%	-13	-7%	0%	9%
Cc1cccc(S(=O)Cc2ccc(C(=O)NC3CCN(Cc4ccccc4)CC3)o2)c1 (stereo unspecified)	-26%	53%[activator]	-18%	-3%	-3%	6	14%	7%	-20%[56.9 µM]
Cc1c(C(=O)Nc2ccc(F)cc2)oc2ccc(S(=O)(=O)N3CCCC3)cc12	-17%	32%	-5%	-3%	0%	-3	-5%	-8%	30%
CCOC(=O)C1=C(COC(=O)CCc2ccccc2)NC(=O)NC1C (stereo unspecified)	-12%	25%	2%	9%[12.7 µM]	0%	4	192%[activator]	1%	14%
COc1ccc(/C=C2\SC(=S)N(c3cccnc3)C2=O)cc1	0%	17%[57 µM]	-2%	-16%[12.7 µM]	-4%	1	-11%	-2%	-34%
COc1ccc(C)cc1C(=O)C1CC(C(=O)O)C(C)(C)C1C (stereo unspecified)	5%	45%[activator]	-18%	8%	-4%	-3	12%	-16%	-17%
O=C1N[C@H]2CC=C[C@H]2N(Cc2cccs2)c2ccccc21	-10%	39%	nt	nt	2%	1	-7%	-16%	8%
